NCOA1 inh = inhibitors of human steroid receptor coactivator 1 (SRC1); Q15788; HEK293 GAL4-SRC1 luciferase reporter, luminescence; inhibition, % at 3.6 µM; 360,000 compounds, 0.12% hits;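 active means inhibition above the campaign mean plus 3 SD, with each screening campaign given its own cutoff, cut at about 60% in these data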;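 further: 0% = DMSO treated cells and 100% = gossypol at 36 µM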
TLR9-MyD88 inh = TLR9-MyD88 interaction inhibition; inhibition, % at 4.98 µM; CHO BLA complementation TLR9-MyD88, CCF4 FRET ratio; 340,000 compounds, 0.21% hits; Q9NR96+Q99836;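 active means inhibition above the mean over all tested compounds plus 3 SD, cut at about 21% in these data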;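 further: 0% = DMSO only wells and 100% = clavulanate BLA inhibitor control wells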
MC4R barr agon = agonists of human melanocortin 4 receptor (MC4R) beta-arrestin; activation, % at 8.9 µM; AID 540308; U2OS MC4R beta-arrestin complementation, luminescence; percent of melanotan II response, DMSO zero; 360,000 compounds, 0.98% hits; P32245;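 active means activation above a per-plate cutoff, the mean activation of sample wells on that plate plus 3 SD, cut at about 8% in these data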
ABHD5-PLIN5 inh = inhibitors of human ABHD5-perilipin-5 interaction; inhibition, % at 4 µM; Split G. princeps luciferase complementation, luminescence, 4 h; 360,000 compounds, 0.78% hits; Q00G26+Q8WTS1;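 active means inhibition above the mean inhibition across every tested compound plus 3 SD, cut at about 22% in these data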;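 further: 0% = DMSO only wells and the 100% control is not disclosed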
MC4R antag cAMP = antagonists of human melanocortin 4 receptor (MC4R). P32245. MC4R-expressing cells, MTII-stimulated cAMP, LANCE TR-FRET. inhibition, % at 6.5 µM. 360,000 compounds, 0.48% hits;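 active means inhibition above its plate's cutoff, the mean of tested wells on that plate plus 3 SD, cut at about 29% in these data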;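 further: 0% = Melanotan II alone and 100% = Melanotan II plus saturating MCL0020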
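System: U2OS-MC4R stable cell line; Technique: Eu-cAMP/anti-cAMP TR-FRET, emission 671 nm; Repeats: single well per compound; Also added: Melanotan II; Dosing: one concentration, 6.5 µM nominal; Schedule: 30-min compound, 1-h challenge, 1-h detection, room temperature.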
EBV LMP1 NFkB = inhibitors of Epstein-Barr LMP1-induced NF-kappaB reporter | LMP1-induced NF-kappaB luciferase reporter cells, luminescence | inhibition, % at 12.5 µM | 350,000 compounds, 0.69% hits; in the data active means inhibition above about 41%;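 further: 0% = neutral control wells and 100% = reference inhibitor control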
NCOA2 inhibitor = human SRC2 (NCOA2) inhibition. Q15596. HEK293 GAL4-SRC2 luciferase reporter, luminescence. inhibition, % at 9 µM. 370,000 compounds, 0.17% hits. AID 651957;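 active means inhibition above the mean inhibition of all tested compounds plus 3 SD, set per campaign, cut at about 52% in these data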;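 further: 0% = DMSO treated cells and 100% = cells given Gossypol at 36 µM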
Target sequence (Q15596 whole entry, looked up, the tested form may be a part): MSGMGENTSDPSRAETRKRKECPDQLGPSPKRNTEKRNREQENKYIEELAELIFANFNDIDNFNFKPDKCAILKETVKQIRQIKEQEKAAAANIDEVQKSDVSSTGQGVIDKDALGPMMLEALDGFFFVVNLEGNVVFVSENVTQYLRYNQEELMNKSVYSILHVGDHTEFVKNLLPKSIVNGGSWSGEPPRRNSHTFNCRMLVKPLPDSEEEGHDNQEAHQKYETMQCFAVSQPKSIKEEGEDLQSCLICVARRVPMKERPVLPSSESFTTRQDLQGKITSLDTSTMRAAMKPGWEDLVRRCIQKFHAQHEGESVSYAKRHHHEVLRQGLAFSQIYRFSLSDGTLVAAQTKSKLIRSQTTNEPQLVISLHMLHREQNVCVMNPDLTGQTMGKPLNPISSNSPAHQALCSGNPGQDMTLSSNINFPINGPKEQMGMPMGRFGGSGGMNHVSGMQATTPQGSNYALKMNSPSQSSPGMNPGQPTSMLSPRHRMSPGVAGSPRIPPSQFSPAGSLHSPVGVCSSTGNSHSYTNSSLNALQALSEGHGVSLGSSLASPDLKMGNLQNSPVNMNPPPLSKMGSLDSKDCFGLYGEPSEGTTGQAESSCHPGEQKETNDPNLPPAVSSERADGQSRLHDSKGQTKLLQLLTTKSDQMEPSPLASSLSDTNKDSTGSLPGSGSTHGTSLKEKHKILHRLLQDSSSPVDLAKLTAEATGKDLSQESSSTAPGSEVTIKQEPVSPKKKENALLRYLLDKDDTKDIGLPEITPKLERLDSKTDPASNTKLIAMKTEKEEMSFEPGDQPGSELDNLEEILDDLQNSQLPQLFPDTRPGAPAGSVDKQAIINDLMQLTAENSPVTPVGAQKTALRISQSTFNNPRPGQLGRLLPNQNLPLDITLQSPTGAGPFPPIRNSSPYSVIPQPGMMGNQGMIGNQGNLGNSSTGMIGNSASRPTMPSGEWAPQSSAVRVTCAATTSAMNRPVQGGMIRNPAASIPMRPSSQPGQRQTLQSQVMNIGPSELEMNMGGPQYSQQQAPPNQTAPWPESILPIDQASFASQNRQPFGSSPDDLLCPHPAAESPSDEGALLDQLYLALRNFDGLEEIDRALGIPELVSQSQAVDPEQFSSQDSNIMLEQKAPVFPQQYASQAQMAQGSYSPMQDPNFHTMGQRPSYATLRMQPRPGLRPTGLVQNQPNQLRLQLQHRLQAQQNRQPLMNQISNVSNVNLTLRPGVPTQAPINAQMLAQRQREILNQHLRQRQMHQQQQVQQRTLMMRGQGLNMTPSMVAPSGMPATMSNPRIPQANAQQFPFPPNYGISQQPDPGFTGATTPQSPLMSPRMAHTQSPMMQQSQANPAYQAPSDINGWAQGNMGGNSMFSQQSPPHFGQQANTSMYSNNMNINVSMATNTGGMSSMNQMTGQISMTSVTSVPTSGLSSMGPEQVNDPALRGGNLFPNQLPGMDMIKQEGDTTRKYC
SRC3 inh = inhibits human SRC3 coactivator. AID 588352. HEK293 GAL4-SRC3 luciferase reporter, luminescence. Q9Y6Q9. 360,000 compounds, 0.17% hits. inhibition, % at 3.6 µM;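 active means inhibition above a per-campaign cutoff, the mean of all compounds plus 3 SD, cut at about 60% in these data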;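 further: 0% = DMSO-treated cells and 100% = gossypol-treated cells at 36 µM; higher means less SRC3-driven luciferase light from the GAL4 reporter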
NOD2 RIPK2 PPI = inhibitors of human NOD2-RIPK2 interaction; O43353; 360,000 compounds, 0.38% hits; inhibition, % at 4.98 µM; CHO BLA complementation NOD2-RIPK2, CCF4 ratio; in the data active means inhibition above about 21%;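 further: 0% = vehicle only and 100% = reference blocker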
NR2F2 inh = inhibitors of human COUP-TFII (NR2F2); 370,000 compounds, 0.7% hits; P24468; inhibition, % at 8.6 µM; HEK293T NGFI-A luciferase reporter, luminescence;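 active means inhibition above a per-plate cutoff, mean inhibition of test wells between control levels plus 3 SD, cut at about 38% in these data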;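 further: cells cotransfected with COUP-TFII expression vector driving the NGFI-A reporter; 0% = median of COUP-TF2 test wells and 100% = reporter-only cells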
NR5A2 inv ag = suppresses constitutive activity of human LRH-1. O00482. HEK293T StAR-luciferase reporter, LRH-1 transfected, 24 h. inhibition, % at 3.6 µM. 360,000 compounds, 0.13% hits. AID 602396;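 active means inhibition above the mean inhibition of all tested compounds plus 3 SD, cut at about 73% in these data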;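 further: 0% = DMSO wells and 100% = reporter-only cells lacking LRH-1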
The depositor's hits bear a star; / = not tested or not shown.

item	structure	NCOA1 inh	TLR9-MyD88 inh	MC4R barr agon	ABHD5-PLIN5 inh	MC4R antag cAMP	EBV LMP1 NFkB	NCOA2 inhibitor	SRC3 inh	NOD2 RIPK2 PPI	NR2F2 inh	NR5A2 inv ag
1	CCCS(=O)(=O)N1CCCC(C(=O)NCc2cccnc2)C1 (configuration not stated)	5	5	-0.8	-1	4	8	-7	-4	-7	14	-14
2	Cn1c(=O)n(CC(=O)NC2CCCCC2)c(=O)c2ccccc21	-4	-2	0.3	-1	-1	5	10	-24	-8	5	-1
3	CCN(CC(=O)Nc1ccccc1C(=O)OC)S(=O)(=O)c1ccc(OC)cc1	-1	-3	-0.7	2	12	-2	10	1	6	6	12
4	COc1ccccc1N1CCN(C(=O)C2CCN(S(=O)(=O)c3ccccc3)CC2)CC1	-6	1	-0.8	1	-3	-1	4	8	8	7	6
5	O=S(=O)(c1ccc(N2CC=C(c3ccccc3)CC2)nc1)N1CCCC1	-71	-7	0.7	3	14	0	16	-10	-6	6	5
6	O=C(NC1CCSC1=O)c1ccc(Cl)cc1 (configuration not stated)	2	-5	-0.4	-6	5	-2	/	27	-2	/	-25
7	NC(=O)CC(NC(=O)c1ccccc1)c1ccc(N2CCC(Br)CC2)c([N+](=O)[O-])c1 (configuration not stated)	-1	12	-0.4	-9	9	12	15	11	10	3	-11
8	Clc1ccc(-c2cn3cccnc3n2)cc1Cl	-37	-13	-1.1	5	0	-13	-20	-59	1	-25	-63

New compounds follow:
item	structure	NCOA1 inh	TLR9-MyD88 inh	MC4R barr agon	ABHD5-PLIN5 inh	MC4R antag cAMP	EBV LMP1 NFkB	NCOA2 inhibitor	SRC3 inh	NOD2 RIPK2 PPI	NR2F2 inh	NR5A2 inv ag
9	CCCCNC(=O)Cc1ccc(Br)cc1	-3	4	-0.8	1	-3	-7	-4	7	-5	-8	2
10	CN1c2ccccc2C(=O)/C(=C\Nc2ccc(F)cc2)S1(=O)=O	-1	-8	3.7	2	-1	-5	-45	13	-6	-9	0
11	CCCN1Cc2cccc(C(=O)N3CCN(c4ccc(OC)cc4)CC3)c2C1=O	-17	2	-1.0	-5	-3	-25	10	-4	6	6	-20
12	CCc1ccc(C(=O)NCc2ccc(Cl)cc2)cc1	-20	-2	5.1	0	14	-10	-28	4	12	-50	-50
13	Cc1ccc(/C=C/C(=O)OCn2nnc3ccccc3c2=O)o1	-26	-3	-1.3	-4	-2	7	5	9	5	15	-12
14	CS(=O)(=O)c1nsc2nc(=O)c(/C=C3\C=Nc4ccccc43)c(N)n12	-5	1	-2.2	-8	-2	-3	-5	-2	-4	-3	11
15	CCc1nnc(NC(=O)CSc2nnc3c(n2)[nH]c2ccccc23)s1	-5	5	2.1	14	-2	0	-6	3	3	8	14
16	COC(=O)c1cc(C(=O)Nc2nnc(C3CC3)s2)cc([N+](=O)[O-])c1	-9	-5	-2.6	-6	11	1	-39	0	3	3	9

(further entries)
item	structure	NCOA1 inh	TLR9-MyD88 inh	MC4R barr agon	ABHD5-PLIN5 inh	MC4R antag cAMP	EBV LMP1 NFkB	NCOA2 inhibitor	SRC3 inh	NOD2 RIPK2 PPI	NR2F2 inh	NR5A2 inv ag
17	O=C(Cc1ccc(Cl)cc1)Nc1ccc(CN2CCCCC2)cc1	-35	0	-2.6	8	5	-6	-9	0	2	-1	3
18	CCS(=O)(=O)N1CCN=C1SCc1ccccc1	-1	2	-2.8	-4	5	-6	-3	-15	-15	-6	-9
19	Cc1cc(C(=O)N/N=C/c2c[nH]c3ccccc23)cs1	-46	-2	-0.9	-4	-6	-8	-73	-12	-7	-25	-35
20	O=[N+]([O-])c1ccc(N2CCCCCC2)c(S(=O)(=O)N2CCCCC2)c1	7	-4	-0.3	-4	1	-2	-5	-1	5	-19	11
21	Cc1nn(CC(=O)NCc2cccnc2)c(=O)c2ccccc12	3	-7	-1.3	4	-1	4	6	5	5	-9	1
22	CCOc1ccc(C(=O)Nc2ccncc2)cc1	-23	5	0.2	8	-8	8	-4	-38	-31	9	-24
23	O=C(N/N=C/c1cccc(OC(=O)c2ccc([N+](=O)[O-])cc2)c1)c1cccnc1	-16	7	0.0	-1	2	3	-12	9	-7	2	7
24	COc1ccc(/C=C/C(=O)OCC(=O)NC2CCCCCC2)cc1OC	-16	-1	0.6	3	2	-1	-10	1	11	-6	13

(further entries)
item	structure	NCOA1 inh	TLR9-MyD88 inh	MC4R barr agon	ABHD5-PLIN5 inh	MC4R antag cAMP	EBV LMP1 NFkB	NCOA2 inhibitor	SRC3 inh	NOD2 RIPK2 PPI	NR2F2 inh	NR5A2 inv ag
25	O=C(COC(=O)/C=C/c1ccc(S(=O)(=O)N2CCOCC2)cc1)NC1CCCCCCC1	6	-1	-2.0	10	1	-1	-4	2	-7	19	0
26	Cc1onc(-c2ccccc2Cl)c1C(=O)N(C)C1CCCCC1	-10	-10	2.4	-3	19	-2	2	-4	-22	26	-4
27	Cc1cc(C(=O)Nc2ccc(C(=O)O)cc2)c(-c2ccccc2)o1	-23	3	-1.4	2	6	-5	-12	-14	-6	-3	-32
28	Cc1ccc(S(=O)(=O)N(C)C[C@H]2Oc3cc(C#CC4CCCC4)ccc3S(=O)(=O)N([C@H](C)CO)C[C@H]2C)cc1	-18	-9	0.3	-8	8	-1	-20	-20	-6	11	-8
29	COc1ccc(C2=NOC(Cn3nc(-c4ccccc4)cc3C(=O)NCc3cccc(C(F)(F)F)c3)C2)cc1 (configuration not stated)	-2	-3	4.7	-8	11	3	/	12	-1	/	-2
30	CC1(C)C([N+](=O)[O-])C(c2ccc(O)cc2)NC(c2ccc(O)cc2)C1[N+](=O)[O-] (configuration not stated)	2	0	-1.4	6	8	0	15	11	-10	3	3
31	CCC(NC(=O)c1cc(COc2c(F)cccc2F)on1)c1ccncc1 (configuration not stated)	-6	-7	-1.1	-3	16	8	/	-11	-10	/	-1
32	Oc1ccc(/C=N/Nc2ncnc3c2ncn3Cc2ccccc2)cc1O	-4	-6	-0.3	12	-6	4	-17	-17	1	-14	-27

Two entries from above, with the structure last.
| nr | NCOA1 inh | TLR9-MyD88 inh | MC4R barr agon | ABHD5-PLIN5 inh | MC4R antag cAMP | EBV LMP1 NFkB | NCOA2 inhibitor | SRC3 inh | NOD2 RIPK2 PPI | NR2F2 inh | NR5A2 inv ag | SMILES |
| --- | --- | --- | --- | --- | --- | --- | --- | --- | --- | --- | --- | --- |
| 16 | -9 | -5 | -2.6 | -6 | 11 | 1 | -39 | 0 | 3 | 3 | 9 | COC(=O)c1cc(C(=O)Nc2nnc(C3CC3)s2)cc([N+](=O)[O-])c1 |
| 17 | -35 | 0 | -2.6 | 8 | 5 | -6 | -9 | 0 | 2 | -1 | 3 | O=C(Cc1ccc(Cl)cc1)Nc1ccc(CN2CCCCC2)cc1 |

New compounds follow:
item	structure	NCOA1 inh	TLR9-MyD88 inh	MC4R barr agon	ABHD5-PLIN5 inh	MC4R antag cAMP	EBV LMP1 NFkB	NCOA2 inhibitor	SRC3 inh	NOD2 RIPK2 PPI	NR2F2 inh	NR5A2 inv ag
33	COc1ccc(/C=C/C(=O)N2CCOCC2)cc1OC	-1	-5	-0.8	6	-3	1	-7	-11	-10	6	7
34	Oc1ccc2ccccc2c1/C=N/n1cnnc1	-43	7	-2.0	2	-3	4	-21	10	3	-1	-3
35	O=C(CN1CCN(S(=O)(=O)c2ccc(Br)cc2)CC1)N/N=C/c1ccccc1C(=O)O	-5	-1	-2.0	-5	1	10	-13	15	0	2	4
36	O=C1c2ccccc2C(O)(Cc2ccccc2)N1Cc1ccco1 (configuration not stated)	12	-9	-1.0	3	9	-13	-20	6	0	10	23
37	O=C(O)c1cccc(NS(=O)(=O)c2ccc(NC(=O)c3ccco3)cc2)c1	-7	/	-2.3	-1	-2	0	4	2	-7	18	-7
38	Cc1c(C(=O)O)sc(S(=O)(=O)N2CCN(C(=O)Cc3ccccc3)CC2)c1C(=O)O	-20	8	0.3	-9	20	3	0	2	-8	4	-13
39	COc1ccc(C)cc1S(=O)(=O)NC1CCCCC1	-6	3	-2.9	3	2	-9	15	19	-7	-7	-5
40	CCCSc1ccc([C@H]2N[C@@](CC(C)C)(C(=O)OC)[C@H]3C(=O)N(CC)C(=O)[C@@H]23)cc1	8	-6	1.5	0	5	2	-6	-8	10	1	-4

(list continues)
item	structure	NCOA1 inh	TLR9-MyD88 inh	MC4R barr agon	ABHD5-PLIN5 inh	MC4R antag cAMP	EBV LMP1 NFkB	NCOA2 inhibitor	SRC3 inh	NOD2 RIPK2 PPI	NR2F2 inh	NR5A2 inv ag
41	CCc1cccc2[nH]c3cc([N+](=O)[O-])ccc3c12	-28	-3	1.6	6	2	5	0	-27	5	1	-4
42	COc1ccc(CN(C)C(=O)C2CC(=O)N(c3ccc4c(c3)OCCO4)C2)c(OC)c1 (configuration not stated)	1	-1	-0.7	10	1	3	3	4	-7	-2	12
43	COc1ccccc1-c1sc2ccccc2c1-c1ccccc1OC	-23	-5	0.3	-7	9	-5	6	-19	3	-2	-3
44	COc1ccc(C(C(=O)NC2CCCC2)N(C(=O)c2ccco2)c2ccccc2C(C)=O)cc1OC (configuration not stated)	2	-6	1.2	-7	12	5	11	-19	5	20	0
45	COc1cccc(C(=O)N2CCN(c3ccccn3)CC2)c1	-6	4	0.0	-5	4	49*	-14	1	-3	-21	5
46	Cc1ccc(SC[C@H](CC(C)C)N2CCN(C)CCC2=O)cc1	-87	-1	-1.2	-8	-2	-30	-62	-65	-7	-54	-61
47	COc1ccc(N(C(=O)COc2ccccc2)C2C=CS(=O)(=O)C2)cc1 (configuration not stated)	1	5	-3.0	2	-6	1	13	1	9	-10	-1
48	COc1cc(OC)c(OC)cc1CN1CCCC(C(=O)N2CCCC2)C1 (configuration not stated)	10	-5	0.2	1	21	4	-18	6	1	20	12
49	Cc1ccccc1C(=O)NC1CCN(Cc2nnnn2Cc2ccccc2)CC1	0	-3	-0.9	2	4	8	-1	1	-3	-6	-5
50	O=c1cc(-c2ccccc2Cl)c2c([nH]1)CCC2	9	5	-0.2	-7	0	-4	-6	-3	5	11	0
51	O=C1CC(c2ccccc2)CC(O)=C1C=NCc1ccco1 (configuration not stated)	-7	-6	-0.7	3	2	-3	-16	-1	4	-7	0

Some values from above:
Under EBV LMP1 NFkB, Cc1onc(-c2ccccc2Cl)c1C(=O)N(C)C1CCCCC1 is entered as -2
Under NCOA1 inh, COc1ccccc1-c1sc2ccccc2c1-c1ccccc1OC is entered as -23
Under MC4R barr agon, COc1ccc(C)cc1S(=O)(=O)NC1CCCCC1 is entered as -2.9
Under EBV LMP1 NFkB, CCOc1ccc(C(=O)Nc2ccncc2)cc1 is entered as 8
Under TLR9-MyD88 inh, CCCSc1ccc([C@H]2N[C@@](CC(C)C)(C(=O)OC)[C@H]3C(=O)N(CC)C(=O)[C@@H]23)cc1 is entered as -6
Under NR5A2 inv ag, CCN(CC(=O)Nc1ccccc1C(=O)OC)S(=O)(=O)c1ccc(OC)cc1 is entered as 12

These rows are one share of the data, so the mix of outcomes need not match the whole.
